# Screening data: PubChem BioAssay, Sanford-Burnham Center for Chemical Genomics
# SENP1 inh = SENP1 (human) catalytic domain inhibition. AID 624204. inhibition, % at 10 µM. Q9P0U3. hit rate 0.21% among 360,000. recombinant SENP1 catalytic domain, CyPet-SUMO1-YPet FRET cleavage;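 active = inhibition at least 30% at 10 µM, raw YFP signal under a set limit, fluorescence ratio 0.5 to 1.5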;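 note: 0% = enzyme with DMSO and 100% = no enzyme wells; some results filed as inactive read as strong as hits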
# Target sequence (Q9P0U3 419-644 limits assumed): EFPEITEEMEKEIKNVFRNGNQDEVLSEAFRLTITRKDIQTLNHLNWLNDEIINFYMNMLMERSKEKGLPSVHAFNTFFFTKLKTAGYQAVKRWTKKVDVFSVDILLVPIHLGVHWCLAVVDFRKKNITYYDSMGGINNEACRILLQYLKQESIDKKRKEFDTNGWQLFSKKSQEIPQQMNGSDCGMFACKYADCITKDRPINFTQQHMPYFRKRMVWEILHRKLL
#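 Material – human SENP1 catalytic domain · Input – SENP1 enzyme, 20 pM final · Compound dosing – single concentration of 10 µM compound, 0.5% DMSO final · Timing – enzyme reaction for 50 min at room temperature, dark · Measured by – FRET fluorescence in CFP and YFP emission channels · Control set – no-enzyme wells low, DMSO-plus-enzyme wells high control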
# SENP7 inh = blocks the human protease SENP7 | Q9BQF6 | recombinant SENP7, Z-RLRGG-aminoluciferin luminescence, 40 min | inhibition, % at 5 µM | hit rate 1.5% among 330,000;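 active = inhibition above about 50% at the single test dose, limit read from the data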;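 note: plate controls were DMSO with enzyme for no effect and no enzyme buffer wells for full effect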
# SENP8 block-1 = SENP8 (human) protease inhibition; inhibition, % at 20 µM; AID 602440; Q96LD8; recombinant SENP8, Nedd8 substrate fluorescence; hit rate 0.64% among 360,000; in the data active = inhibition mostly above about 40%, no sharp cut-off; inactive = mostly below about 27%
# Target sequence (Q96LD8 whole entry, looked up): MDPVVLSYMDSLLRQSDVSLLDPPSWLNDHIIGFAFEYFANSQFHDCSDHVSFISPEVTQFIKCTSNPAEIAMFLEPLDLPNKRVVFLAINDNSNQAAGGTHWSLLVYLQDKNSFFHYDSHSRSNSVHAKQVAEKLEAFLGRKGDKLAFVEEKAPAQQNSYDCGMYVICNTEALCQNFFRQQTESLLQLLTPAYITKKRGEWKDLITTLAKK
# UBC13 polyUb = human UBC13 polyubiquitination inhibition; P61088; UBC13 polyubiquitin chain formation, TR-FRET; inhibition, % at 20 µM; hit rate 0.47% among 330,000; AID 485273; in the data active = inhibition above about 45%, passing the limit was not always enough
# Target sequence (P61088 whole entry, looked up): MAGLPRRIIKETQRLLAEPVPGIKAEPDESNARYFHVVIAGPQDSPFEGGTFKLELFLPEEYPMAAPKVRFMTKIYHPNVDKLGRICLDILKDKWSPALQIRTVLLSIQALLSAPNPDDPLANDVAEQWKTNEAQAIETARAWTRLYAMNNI
# PfGluPho inh = PfG6PD (Plasmodium falciparum) enzyme inhibition; PfGluPho enzyme, NADPH resazurin-diaphorase fluorescence; inhibition, % at 20 µM; hit rate 0.78% among 350,000;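 active = inhibition reaching at least a set limit at 20 µM in the primary screen, cut at about 59% in these data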;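 note: 0% = DMSO wells with substrate and 100% = DMSO wells lacking glucose-6-phosphate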
# SENP8 block-2 = blocks the human protease SENP8; inhibition, % at 10 µM; purified SENP8, Z-RLRGG-aminoluciferin cleavage, luminescence; AID 2540; hit rate 1.2% among 330,000; in the data active = inhibition above about 50%
# HKDC1 inh = inhibitors of human hexokinase HKDC1 | Q2TB90 | inhibition, % at 20 µM | hit rate 0.16% among 340,000 | AID 493160 | recombinant HKDC1, G6PDH/diaphorase resazurin coupled fluorescence;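 active = inhibition above about 35% when tested at 20 µM, limit read from the data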;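 note: plate controls were DMSO wells with enzyme for no effect and DMSO wells lacking enzyme for full effect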
#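 Assay system: in-house recombinant HK5 (HKDC1) enzyme. Input: HKDC1 at 5 µg/mL. Medium: Tris pH 8.0 buffer with MgCl2, Tween-20, BSA, BME. Dosing: single 20 µM dose. Schedule: 90 min reaction incubation at room temperature, dark. Signal: resazurin-to-resorufin fluorescence via G6PDH and diaphorase coupling, 525/613 nm. Controls: DMSO-enzyme wells negative, buffer-substituted wells positive.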
# SENP6 block = SENP6 protease inhibition; inhibition, % at 10 µM; Q9GZR1; hit rate 1.8% among 330,000; Recombinant SENP6 catalytic domain, aminoluciferin luminescence; AID 2599;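 active = inhibition above about 50% at the single tested dose, limit read from the data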;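 note: plate controls were DMSO wells with enzyme for no effect and DMSO wells lacking enzyme for full effect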
# Target sequence (Q9GZR1 628-1112 limits assumed): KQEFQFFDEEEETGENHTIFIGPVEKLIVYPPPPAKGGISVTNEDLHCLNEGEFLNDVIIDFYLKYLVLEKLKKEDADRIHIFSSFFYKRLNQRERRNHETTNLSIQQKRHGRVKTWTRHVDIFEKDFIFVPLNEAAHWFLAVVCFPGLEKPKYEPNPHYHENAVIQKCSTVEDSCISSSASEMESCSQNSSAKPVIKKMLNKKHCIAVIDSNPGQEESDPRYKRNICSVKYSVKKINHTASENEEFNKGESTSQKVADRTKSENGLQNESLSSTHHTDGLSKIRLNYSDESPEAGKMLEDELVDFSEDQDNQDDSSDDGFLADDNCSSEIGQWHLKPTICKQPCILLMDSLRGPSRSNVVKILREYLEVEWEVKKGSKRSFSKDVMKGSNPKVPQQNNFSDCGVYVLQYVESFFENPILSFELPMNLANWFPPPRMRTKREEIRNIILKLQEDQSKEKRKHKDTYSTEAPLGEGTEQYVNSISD
# MIN6 prolif = induces beta-cell replication in MIN6 cells. MIN6 cells proliferation, ATPlite luminescence, 48 h; cells starved in 0.2% serum; 100% = growth in 10% serum. proliferation, % at 10 µM. hit rate 0.29% among 330,000. AID 2380;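 active = compounds whose signal lies at least 3.5 SD above the mean of all wells on their plate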;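 note: 0% = DMSO-treated cells in low-serum medium and 100% = 10% serum control; some compounds called inactive have numbers as strong as hits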
# An asterisk follows results filed as active; · = not tested or not shown.
SMILES,SENP1 inh,SENP7 inh,SENP8 block-1,UBC13 polyUb,PfGluPho inh,SENP8 block-2,HKDC1 inh,SENP6 block,MIN6 prolif
O=C(Nc1nn(Cc2ccc(Cl)cc2)cc1Br)c1ccc(COc2ccccc2Cl)o1,0,-9,19,-13,7,-8,1,-6,-3
Cc1ccc(Oc2ncccc2NC(=O)CC2(CC(=O)O)CCCC2)c2c1CCC2,0,-6,20,1,-29,0,0,-12,-1
CCCc1ccc(OCC(=O)NNC(=S)NC(=O)c2ccco2)cc1,2,13,32,-16,-11,-5,-11,-7,-3
Cc1ccc(NC(=O)N(C2CCCCC2)C(C)c2cccnc2)cc1C (stereo not given),2,-6,8,10,4,4,-6,10,-1
CCN1C(C)=C(C)S/C1=C1\SC(=S)N(NC(C)=O)C1=O,-34,3,12,-11,-4,3,-4,-9,-3
COc1ccc(/C=N/N=C(\N)c2nonc2N)cc1,0,·,12,·,1,·,4,·,·
COc1ccc(/C=N/Nc2nnc(Cc3ccc(OC)c(OC)c3)c(=O)[nH]2)cc1,-1,-6,6,-12,-4,-10,0,-17,-3
COc1cccc2cc(-c3nnc(SCC(=O)Nc4ccc(NC(C)=O)cc4)n3C)oc12,1,-2,8,2,3,-8,-5,-28,0
CCOc1ccccc1N1CCN(C(=O)c2ccccc2OCc2c(C)noc2C)CC1,-1,5,7,10,-2,-3,4,-8,-1
CC(=O)NCCC(=O)Nc1cc(S(=O)(=O)N2CCCCC2)ccc1N1CCN(C)CC1,-1,-11,5,-3,-1,-15,-4,-14,-1
O=C(NCCN1CCOCC1)c1cccn2c(=O)c3c4c(sc3nc12)CCCC4,·,-9,·,-11,·,3,·,-1,0
CC(=O)Nc1c(C(=O)N2CCOCC2)cnn1-c1ccc(C)c(C)c1,3,0,13,5,0,-1,1,-4,0
COc1cc(NC(=O)CN(C)S(=O)(=O)c2ccc3c(c2)CC(C)N3C(C)=O)cc(OC)c1 (stereo not given),1,-14,17,-3,-12,-1,1,-17,-2
Cc1ccc(C(=O)CC2SC(N)=NC2=O)cc1 (stereo not given),-2,77*,-23,1,6,3,-7,2,-2
CCC(=O)N(Cc1cc(=O)[nH]c2ccccc12)c1ccc(C)cc1C,-3,8,-8,1,-1,0,-4,15,2
CCOc1cc(C(=O)Nc2cccc3ncccc23)cc(OCC)c1OCC,1,0,5,3,0,2,-5,15,3
CCOC(=O)CSc1nc2cc(C(=O)NCC3CCCO3)ccc2c(=O)n1Cc1ccco1 (stereo not given),2,2,-13,1,-2,5,-3,6,-2
COc1ccccc1Cn1c(=S)[nH]c2cc(C(=O)NCC(OC)OC)ccc2c1=O,0,-5,17,6,-13,-4,1,-18,1
CSc1ccc(Cc2ccc(Cl)cc2Cl)nn1,3,-5,4,-2,-21,-10,2,-10,-3
CCCCN1CCC(=O)C(C(=O)OCC)=C1C(=O)OCC,2,·,6,·,-7,·,-8,·,·
COc1ccc(N2CCN(CCNC(=O)CCS(=O)(=O)c3cccc4nsnc34)CC2)cc1,·,9,·,-11,·,-6,·,-11,0
C=CCNC(=S)NNC(=O)CCC(O)COCCC(C)C (stereo not given),2,0,18,-6,5,-1,-8,-13,-2
COC(=O)c1ccccc1OCCOc1ccccc1C(=O)OC,2,6,9,3,-2,-1,1,2,-5
CC(NC(=O)COC(=O)c1c[nH]c2ccccc12)c1ccccc1 (stereo not given),1,-4,17,1,-4,-9,3,-23,-1
NC(=O)c1cc(NC(=O)CCCc2nc3ccccc3s2)cc(C(N)=O)c1,3,-10,6,0,-5,-7,-3,-19,-1

# Pulled by structure from the entries so far (four):
SMILES,SENP1 inh,SENP7 inh,SENP8 block-1,UBC13 polyUb,PfGluPho inh,SENP8 block-2,HKDC1 inh,SENP6 block,MIN6 prolif
COc1ccc(/C=N/N=C(\N)c2nonc2N)cc1,0,·,12,·,1,·,4,·,·
CCN1C(C)=C(C)S/C1=C1\SC(=S)N(NC(C)=O)C1=O,-34,3,12,-11,-4,3,-4,-9,-3
O=C(NCCN1CCOCC1)c1cccn2c(=O)c3c4c(sc3nc12)CCCC4,·,-9,·,-11,·,3,·,-1,0
CC(=O)Nc1c(C(=O)N2CCOCC2)cnn1-c1ccc(C)c(C)c1,3,0,13,5,0,-1,1,-4,0

# Next section.
SMILES,SENP1 inh,SENP7 inh,SENP8 block-1,UBC13 polyUb,PfGluPho inh,SENP8 block-2,HKDC1 inh,SENP6 block,MIN6 prolif
CCCCc1nc(Cl)c(C#N)c2c1CCCC2,2,4,17,-6,-6,-8,17,8,0
COc1ccc2nc(Nc3nc4ccc(NC(C)=O)cc4s3)sc2c1,-11,-2,-382,4,-10,-9,-8,-16,-6
CCC(=O)N1CCN(c2ccc(NC(=O)c3cc4ccccc4o3)cc2Cl)CC1,-1,-9,-18,7,118*,-6,1,-19,1
Cc1cc(C)c2c(c1)c1nnc(SCCN3CCOCC3)nc1n2C,2,-7,29,-23,34,-8,9,-2,3
CN(C(=O)c1ccccc1Br)C1CCS(=O)(=O)C1 (stereo not given),2,2,12,-4,-16,0,-1,-4,1
COc1ccc(NC(=O)c2cc3c(=O)n(C)c4ccccc4c3s2)cc1OC,-18,-5,-151,-4,-7,7,-3,1,0
O=C1CCCN1CCC(=O)N1CCCC(N2CCN(c3ccccc3F)CC2)C1 (stereo not given),2,-3,10,-2,-3,-1,8,-10,-1
Cc1cccc(OC(=O)c2sc(Cl)nc2C)c1,0,1,8,-4,6,-2,-4,-9,-5
O=C(CN1CCOCC1)Nc1c2c(nc3c1CCC3)CCC2,-2,4,12,-2,12,4,-6,-10,1
Cc1ccc(C(=O)N/C(=C/c2cccs2)C(=O)N2CCCCCC2)cc1,1,5,11,-14,-8,-2,-10,-5,-4
CC1CC(=O)Nc2ccccc2N1S(=O)(=O)c1cccc(F)c1 (stereo not given),3,2,21,8,-18,1,-3,-18,0
O=C(c1ccco1)N1CCN(c2ccc([N+](=O)[O-])cn2)CC1,-2,-2,10,-1,-6,-1,4,-5,3
COC(=O)c1cc(-c2c(C)oc3cc(O)ccc3c2=O)c(C)o1,0,1,-308,14,4,0,-3,2,0
O=C(NCC(c1cccnc1)N1CCN(c2ccc(F)cc2)CC1)c1ccc(F)cc1 (stereo not given),-1,2,15,3,-7,-9,-6,-22,4
O=C(NCc1ccccc1)c1ncn[nH]1,0,6,12,-2,-1,2,0,-18,1
COc1ccc(CNC(=O)CN(C(=O)c2csnn2)c2cccc(F)c2)cc1,1,-4,0,0,-1,1,-6,-10,-2
C=CCOc1c(CNc2ccc(S(N)(=O)=O)cc2)cccc1OC,-1,6,-7,-3,-8,4,0,20,0
O=C(CSc1nc2ccccc2n1-c1ccccc1)Nc1ncc(Cl)cc1Cl,1,8,12,11,-17,-3,-8,-3,-2
O=C(COc1ccccc1)Nc1ccc(S(=O)(=O)NCc2ccco2)cc1,-1,7,10,-3,2,-3,3,-3,2
CCn1c(SCC(=O)Nc2cc(NC(C)=O)ccc2OC)nnc1-c1ccccn1,-1,-2,26,-9,-5,-8,-8,-6,-1
CC(C)c1nnc(NC(=O)CSc2nc3ccccc3[nH]2)s1,0,-2,14,3,-4,1,2,-5,-5
OC(c1ccc(Cl)cc1)c1nccc2ccccc12 (stereo not given),3,-3,6,4,2,9,-3,7,5.5*
Cc1ccc(Cn2ncc3c(N4CCN(C)CC4)ncnc32)cc1,-1,-1,16,15,4,-2,-4,-6,1
Cc1cc(C)c2cc(CN(CCO)C(=O)Nc3ccc(Cl)cc3)c(=O)[nH]c2c1,·,8,·,7,13,7,-1,14,-6
COC1CCCCC1Nc1cc(C)cc(C)c1 (stereo not given),2,3,8,-5,-4,-1,-5,-15,-2
# Later entries:
SMILES,SENP1 inh,SENP7 inh,SENP8 block-1,UBC13 polyUb,PfGluPho inh,SENP8 block-2,HKDC1 inh,SENP6 block,MIN6 prolif
O=C(CSC1=NS(=O)(=O)c2ccccc2N1)Nc1ccccc1F,2,-3,0,-5,-30,-6,2,-12,-2
O=S(=O)(Cc1ccccc1)N1CCCC1,3,3,9,1,-8,4,-10,6,-2
CCOC(=O)CSc1nnc(CNC(=O)c2cc(OC)c(OC)c(OC)c2)n1C,1,-5,11,18,-6,-2,-7,2,-1
Cc1ccc(C)c(Cn2c3ccccc3c3cnn(CC(=O)NCCN4CCOCC4)c(=O)c32)c1,-3,-3,-7,10,6,3,7,2,2
Cc1cc(C)n(CCNC(=O)CC2C(=O)NCCN2CC2CCCCC2)n1 (stereo not given),-3,-12,-36,-2,5,-3,-6,-8,-1
Cc1onc(-c2ccccc2Cl)c1C(=O)N1CCN(S(=O)(=O)c2ccc(F)c(F)c2)CC1,-1,6,18,-4,0,4,-1,-3,-1
CCC(=NCc1ccc(Cl)c(Cl)c1)c1nc(-c2ccco2)oc1O,-7,-3,-12,-2,18,-13,-2,-18,0
COC(=O)CCCC1=CC2=C(c3ccccc3)C(=O)C(C)(OC(=O)C3CCCC3)C(=O)C2=CN1CCc1c[nH]c2ccccc12 (stereo not given),-25,-4,20,-30,12,9,6,10,-6
COc1cc(SC)ccc1C(=O)Nc1ccc(Cl)cn1,3,96*,-7,8,34,87*,-9,14,-5
C#CCOCCOCCOCCNc1nc(N2CCOCC2)nc(N2CCN(C(=O)[C@H](CCC(=O)O)n3cc(C(N)[C@H](C)CC)nn3)CC2)n1 (stereo not given in full),-1,7,14,-15,9,-1,-1,-8,-4
CC(=O)N1CC(=O)N(CC(=O)Nc2ccc(Br)cc2)C1=S,1,4,5,-2,-2,19,-2,2,-2
CCOC(=O)N1CCN(CCC(=O)Nc2ccc(F)c(F)c2)CC1,0,0,10,8,11,0,-1,14,-4
O=C(CC1CCCCC1)NCCS(=O)(=O)N1CCN(c2ccccc2)CC1,1,8,21,-2,-7,-2,2,-4,-1
COc1cc(Cl)c(C)cc1NC(=O)CSC,-2,1,8,2,0,3,-2,-9,-1
CCOC(=O)C1(Cc2ccc(OC)cc2)CCN(C(=O)c2ccoc2C)CC1,-2,0,-6,11,7,2,-6,-4,-1
CC(OC(=O)c1cc(=O)[nH]c2ccccc12)C(=O)c1ccccc1 (stereo not given),0,-1,-161,12,-7,1,9,-4,1
COc1ccc(OCCCC(=O)Nc2cc(Cl)ccc2-n2cncn2)cc1,-4,1,0,3,-7,-10,5,-4,2
Cc1ccc(C(=O)COc2ncnc3cc(Cl)ccc23)cc1,1,6,19,1,-16,1,-1,-9,-1
CCC(=O)c1ccc(OCC(=O)OCC(=O)N2c3ccccc3NC(=O)C2(C)C)cc1,2,3,13,-2,5,2,-3,-6,-3
Cc1ccc(C)c(NC(=S)N2CCN(c3ccccn3)CC2)c1,13,9,8,-3,7,-3,-6,0,2
COc1cc(/C=N/NC(=O)c2cccnc2)cc2c1OCO2,2,-6,-71,-3,5,-3,-3,8,1
NS(=O)(=O)c1ccc(CNC(=O)/C=C/c2cccc(Cl)c2)cc1,0,-3,13,6,1,-4,-5,-11,0
Cc1ccc(NC(=S)N2CCN(S(=O)(=O)c3ccc(F)cc3)CC2)cc1,1,3,9,-2,-3,5,-2,-12,-5
CC(=O)Oc1ccc(C2(C)CC(C)(C)Oc3cc(OC(C)=O)ccc32)c(OC(C)=O)c1 (stereo not given),2,1,24,-12,6,-7,-3,18,-1
Cc1ccc(C)c(S(=O)(=O)N2CCN(C(=O)c3sccc3C)CC2)c1,2,-3,10,-2,-8,0,-3,-6,4
